# Mtb BioA inh: inhibitors of Mycobacterium tuberculosis BioA enzyme; purified M. tuberculosis BioA enzyme, plate reader; inhibition, % at 9.99 µM; 0.096% of 360,000 active; in the data active means inhibition above about 40%
# The depositor's hits bear a star. An excerpt; the hit share may differ from the screen's.
SMILES,Mtb BioA inh
C[C@@H]1CN([C@H](C)CO)C(=O)Cc2cc(NC(=O)CCN3CCOCC3)ccc2O[C@H]1CN(C)Cc1ccc(Oc2ccccc2)cc1,2.9
C[C@H]1CCCCO[C@@H](CN(C)Cc2ccc(C(=O)O)cc2)[C@@H](C)CN([C@@H](C)CO)C(=O)c2cc(NS(C)(=O)=O)ccc2O1,-0.7
C[C@H](CO)N1C[C@H](C)[C@@H](CN(C)Cc2ccc3c(c2)OCO3)Oc2c(NC(=O)Nc3ccccc3)cccc2C1=O,-2.7
COc1ccc(S(=O)(=O)N2CCCCN3[C@H](CO)[C@H](c4ccc(C#CC(C)C)cc4)[C@@H]3C2)cc1,-3.0
C[C@H](CO)N1C[C@H](C)[C@@H](CN(C)C(=O)Nc2cccc3ccccc23)OCCCC[C@H](C)Oc2ccc(NC(=O)CCC(F)(F)F)cc2C1=O,-2.0
CO[C@H]1CN(C)C(=O)c2ccc(NC(=O)Nc3c(C)noc3C)cc2OC[C@@H](C)N(CCC(F)(F)F)C[C@@H]1C,0.7
C[C@@H]1CCCCO[C@H](CN(C)C(=O)Nc2ccc(C(F)(F)F)cc2)[C@@H](C)CN([C@@H](C)CO)C(=O)c2cc(NS(=O)(=O)c3ccc(F)cc3)ccc2O1,-3.7
COCC#Cc1cnc2c(c1)C(=O)N([C@H](C)CO)C[C@H](C)[C@@H](CN(C)C(=O)Nc1ccccc1F)O2,-0.6
C[C@@H]1CN([C@@H](C)CO)C(=O)c2cc(-c3cccnc3)cnc2O[C@@H]1CN(C)C(=O)NC1CCCC1,-2.0
CN(C)CC(=O)N1[C@H](CO)[C@@H](c2ccc(C#CC3CCCCC3)cc2)[C@@H]1C#N,0.0
CC(C)CC#Cc1ccc2c(c1)O[C@@H](CN(C)C(=O)Cc1ccccn1)[C@H](C)CN([C@@H](C)CO)S2(=O)=O,-1.7
C[C@H]1CN([C@@H](C)CO)C(=O)c2cc(NC(=O)CCCN(C)C)ccc2O[C@H]1CN(C)S(=O)(=O)c1ccc(Cl)cc1,6.7
CCS(=O)(=O)N1[C@H](CO)[C@@H](c2ccc(-c3cccc(F)c3)cc2)[C@@H]1C#N,-1.5
CCOC(=O)N(C)C[C@@H]1OCc2cn(nn2)CCCC(=O)N([C@@H](C)CO)C[C@@H]1C,-3.4
C[C@H](CO)N1C[C@H](C)[C@@H](CN(C)Cc2ccncc2)Oc2ncc(-c3cccc(F)c3)cc2C1=O,0.1
CCNC(=O)C[C@H]1C=C[C@H](NC(=O)NC2CCCCC2)[C@H](CO)O1,-1.9
O=C(CN1CCOCC1)N[C@H]1CC[C@@H](CCNC(=O)C2CCC2)O[C@H]1CO,-0.2
Cc1ccc(S(=O)(=O)N(C)C[C@H]2OCCCC[C@@H](C)Oc3ccc(NS(C)(=O)=O)cc3C(=O)N([C@@H](C)CO)C[C@@H]2C)cc1,1.0
C[C@H]1CN([C@@H](C)CO)C(=O)Cc2cc(NC(=O)Cc3ccccc3)ccc2O[C@H]1CN(C)Cc1ccc(C(=O)O)cc1,-1.0
O=C(C[C@H]1C[C@H]2c3cc(NC(=O)C4CCOCC4)ccc3O[C@H]2[C@@H](CO)O1)NCc1ccc(Cl)cc1,-2.2
CCC(=O)N[C@H]1C=C[C@H](CC(=O)NCc2ccccc2F)O[C@H]1CO,-5.9
C[C@@H]1CN([C@H](C)CO)C(=O)c2cc(NS(=O)(=O)c3ccccc3)ccc2O[C@@H]1CN(C)C,-1.9
CO[C@@H](CN(C)Cc1nccs1)[C@@H](C)CN([C@@H](C)CO)S(=O)(=O)c1ccc(F)cc1,-0.2
Cc1noc(C)c1NC(=O)Nc1ccc2c(c1)C(=O)N([C@@H](C)CO)C[C@@H](C)[C@@H](CN(C)Cc1ccccc1)OCCCC[C@@H](C)O2,0.5
COc1ccccc1-c1ccc2n(c1=O)C[C@H]1[C@H](CO)[C@@H](C(=O)NCCCN(C)C)N(C(C)=O)[C@@H]21,-0.1
C[C@H]1CCCCO[C@H](CN(C)Cc2ccccc2)[C@@H](C)CN([C@@H](C)CO)C(=O)c2cc(NC(=O)Nc3ccc(C(F)(F)F)cc3)ccc2O1,-1.8
O=C(Nc1ccccc1)N1CCCCN2[C@@H](CO)[C@@H](c3ccc(C#CC4CC4)cc3)[C@@H]2C1,-1.0
COc1cccc(-c2ccc3n(c2=O)C[C@H]2[C@H](CO)[C@@H](C(=O)NCC4CC4)N(C)[C@@H]32)c1,-0.3
COc1ccccc1-c1cn(CC[C@@H]2CC[C@@H](NC(=O)CCN3CCCCC3)[C@@H](CO)O2)nn1,-0.5
OC[C@H]1[C@H](c2ccc(C#CC3CC3)cc2)[C@@H]2CN(CCC(F)(F)F)CCCCN12,-1.0
CCC(=O)Nc1ccc2c(c1)C(=O)N(C)C[C@H](OC)[C@@H](C)CN(C(=O)COC)[C@@H](C)CO2,1.3
C[C@@H]1CN([C@H](C)CO)C(=O)c2cc(NS(=O)(=O)c3ccccc3)ccc2O[C@H]1CN(C)C(=O)Nc1ccccc1,-0.1
C/C=C/c1ccc([C@H]2[C@@H](CO)N(CC3CC3)[C@H]2CNS(C)(=O)=O)cc1,-5.6
C[C@H](CO)N1C[C@H](C)[C@@H](CN(C)C(=O)Nc2ccc(F)cc2)Oc2ccc(NS(=O)(=O)c3ccccc3)cc2CC1=O,-3.2
CC(C)CC#Cc1ccc2c(c1)O[C@@H](CN(C)S(C)(=O)=O)[C@@H](C)CN([C@H](C)CO)S2(=O)=O,1.0
C[C@@H]1CN([C@@H](C)CO)C(=O)c2ccccc2-c2ccccc2CO[C@H]1CN(C)S(C)(=O)=O,-2.6
COc1cccc(-c2ccc3n(c2=O)C[C@@H]2[C@@H](CO)[C@H](C(=O)NCC4CC4)N(C(=O)NC(C)C)[C@H]32)c1,0.9
O=C(C[C@H]1CC[C@@H]2[C@H](COC[C@H](O)CN2C(=O)Nc2ccc(F)cc2)O1)NC1Cc2ccccc2C1,-1.6
O=C(N[C@H]1CC[C@H](CCNC(=O)C2CCC2)O[C@@H]1CO)c1ccccn1,-5.1
C[C@@H]1CN([C@@H](C)CO)C(=O)c2cc(NS(=O)(=O)c3ccccc3)ccc2O[C@H]1CN(C)CC1CC1,0.8
Cc1noc(C)c1S(=O)(=O)Nc1ccc2c(c1)C(=O)N([C@H](C)CO)C[C@@H](C)[C@H](CN(C)C(=O)NC(C)C)O2,-0.9
Cc1noc(C)c1NC(=O)N(C)C[C@@H]1OCCCC[C@H](C)Oc2ccc(NS(=O)(=O)c3cccs3)cc2C(=O)N([C@@H](C)CO)C[C@@H]1C,0.3
O=C(C[C@@H]1CC[C@@H]2[C@H](COC[C@@H](O)CN2S(=O)(=O)c2ccccc2)O1)NCCN1CCCCC1,1.7
C[C@@H]1CN([C@H](C)CO)C(=O)c2ccccc2-c2ccccc2CO[C@@H]1CN(C)C(=O)c1ccncc1,-0.9
C[C@H]1CN([C@@H](C)CO)C(=O)c2cc(NC(=O)CCCN(C)C)ccc2O[C@H]1CN(C)S(=O)(=O)c1cn(C)cn1,-3.2
CN(C)C(=O)C[C@H]1CC[C@H]2[C@@H](COc3ccc(NC(=O)C4CC4)cc3C(=O)N2C)O1,-2.3
Cc1cc(C(=O)Nc2cccc3c2O[C@@H](CN(C)Cc2ccc(C(=O)O)cc2)[C@@H](C)CN([C@@H](C)CO)C3=O)n(C)n1,-8.5
O=C(Nc1ccc(F)cc1)N[C@@H]1CC[C@H](CCn2cc(-c3ccccc3F)nn2)O[C@H]1CO,0.3
C[C@H](CO)N1C[C@H](C)[C@@H](CN(C)C(=O)c2ccccc2F)Oc2cc(C#CCN(C)C)ccc2S1(=O)=O,-1.4
C/C=C/c1ccc2c(c1)O[C@@H](CN(C)C(=O)Nc1cc(F)ccc1F)[C@H](C)CN([C@H](C)CO)S2(=O)=O,22.5
C[C@H](CO)N1C[C@H](C)[C@@H](CN(C)S(=O)(=O)c2ccc(Cl)cc2)Oc2c(NC(=O)c3nc4ccccc4s3)cccc2C1=O,-2.1
O=C(C[C@@H]1CC[C@H]2[C@@H](COC[C@H](O)CN2Cc2cc(F)ccc2F)O1)NCc1ccccc1,0.4
Cc1cc(C(=O)Nc2cccc3c2O[C@H](CN(C)C(=O)NC(C)C)[C@@H](C)CN([C@@H](C)CO)C3=O)n(C)n1,1.4
COc1ccc(NC(=O)N(C)C[C@@H]2Oc3c(NC(=O)c4nc5ccccc5s4)cccc3C(=O)N([C@@H](C)CO)C[C@H]2C)cc1,1.1
CC(C)NC(=O)Nc1ccc2c(c1)C(=O)N([C@H](C)CO)C[C@@H](C)[C@H](CN(C)C(=O)C1CCCCC1)OCCCC[C@@H](C)O2,0.8
COc1ccc(-c2ccc3c(c2)[C@@H]2[C@@H](CCN2C(=O)c2cccc(F)c2)[C@@H](CO)N3)cc1,-1.1
C[C@@H]1CN([C@H](C)CO)C(=O)c2cccc(NC(=O)c3nc4ccccc4s3)c2O[C@H]1CN(C)S(=O)(=O)c1cccs1,1.1
C[C@H]1CN([C@@H](C)CO)C(=O)Cc2cc(NC(=O)C3CCCCC3)ccc2O[C@@H]1CN(C)Cc1ccccc1,2.8
CN(C)C(=O)c1ccc(-c2ccc3c(c2)[C@@H]2[C@@H](CCN2Cc2cncnc2)[C@@H](CO)N3)cc1,9.5
CN1CCN(C(=O)C[C@H]2CC[C@@H]3[C@H](COC[C@H](O)CN3CC3CCOCC3)O2)CC1,-0.7

# Continued, overlapping the part above by 2 compounds.
SMILES,Mtb BioA inh
CN(C)C(=O)c1ccc(-c2ccc3c(c2)[C@@H]2[C@@H](CCN2Cc2cncnc2)[C@@H](CO)N3)cc1,9.5
CN1CCN(C(=O)C[C@H]2CC[C@@H]3[C@H](COC[C@H](O)CN3CC3CCOCC3)O2)CC1,-0.7
CCN1[C@@H]2c3ccc(-c4ccccc4)c(=O)n3C[C@H]1[C@H](CO)[C@H]2C(=O)Nc1ccccc1,0.8
CCC(=O)N(C)C[C@@H]1Oc2ncc(/C=C/c3ccccc3)cc2C(=O)N([C@H](C)CO)C[C@H]1C,-0.4
O=C(C[C@@H]1C[C@@H]2c3cc(NS(=O)(=O)c4ccc(F)cc4)ccc3O[C@@H]2[C@@H](CO)O1)NCc1ccccn1,1.7
C[C@@H]1CN([C@@H](C)CO)C(=O)c2c(c3ccccc3n2C)-c2ccccc2CO[C@@H]1CN(C)C(=O)Nc1ccccc1,-1.0
COc1ccc(CN(C)C[C@H]2Oc3c(NS(=O)(=O)c4ccc(Cl)cc4)cccc3C(=O)N([C@H](C)CO)C[C@@H]2C)cc1,0.9
O=S(=O)(c1ccccc1)N1CC[C@@H]2[C@@H](CO)Nc3ccc(-c4ccccc4F)cc3[C@@H]21,-1.8
CO[C@@H]1CN(C)C(=O)c2cc(NC(=O)C3CCC3)ccc2OC[C@@H](C)N(C(=O)CN(C)C)C[C@H]1C,0.8
O=C(NC1CCC1)[C@@H]1[C@@H](CO)[C@@H]2Cn3c(ccc(-c4ccccc4)c3=O)[C@H]1N2CC1CC1,-1.2
C[C@H](NC(=O)[C@H]1[C@H](CO)[C@H]2Cn3c(ccc(-c4ccccc4F)c3=O)[C@@H]1N2C)c1ccccc1,0.7
COCC(=O)Nc1ccc2c(c1)C(=O)N(C)C[C@H](OC)[C@H](C)CN(Cc1ccccc1OC)[C@H](C)CO2,-0.2
COc1ccc(NC(=O)Nc2ccc3c(c2)C(=O)N([C@H](C)CO)C[C@H](C)[C@@H](CN(C)C)OCCCC[C@H](C)O3)cc1,-0.6
CC(C)NC(=O)Nc1ccc2c(c1)C(=O)N([C@H](C)CO)C[C@@H](C)[C@H](CN(C)S(C)(=O)=O)OCCCC[C@@H](C)O2,-3.2
C[C@H]1CN([C@@H](C)CO)C(=O)c2cc(NC(=O)NC3CCCCC3)ccc2O[C@@H]1CN(C)Cc1ccc(C(=O)O)cc1,13.4
C[C@H]1CN([C@@H](C)CO)C(=O)c2cccc(NC(=O)c3cnccn3)c2O[C@H]1CN(C)C(=O)Nc1ccc(C(F)(F)F)cc1,4.4
C[C@H](CO)N1C[C@H](C)[C@H](CN(C)Cc2ccc3c(c2)OCO3)OCCCC[C@H](C)Oc2ccc(NC(=O)Nc3ccc4c(c3)OCO4)cc2C1=O,-0.6
C[C@@H]1CN([C@H](C)CO)C(=O)CCCn2nncc2CO[C@H]1CN(C)C(=O)Nc1ccccc1C(F)(F)F,-2.4
Cn1cnc(S(=O)(=O)N[C@@H]2CC[C@@H](CC(=O)NCC3CCCCC3)O[C@H]2CO)c1,-0.9
C[C@H](CO)N1C[C@H](C)[C@@H](CN(C)S(=O)(=O)c2ccccc2)OCCCC[C@H](C)Oc2ccc(N(C)C)cc2C1=O,0.0
CC(C)NC(=O)Nc1ccc2c(c1)CC(=O)N([C@@H](C)CO)C[C@H](C)[C@@H](CN(C)C(=O)Nc1cccc3ccccc13)O2,-0.1
CN(C[C@@H]1[C@@H](c2ccccc2)[C@H](CO)N1C(=O)c1ccccc1)C(=O)C1CC1,1.9

# A draw from above in order of formula weight, falling.
SMILES,Mtb BioA inh
CC(C)NC(=O)Nc1ccc2c(c1)C(=O)N([C@H](C)CO)C[C@@H](C)[C@H](CN(C)C(=O)C1CCCCC1)OCCCC[C@@H](C)O2,0.8
Cc1cc(C(=O)Nc2cccc3c2O[C@@H](CN(C)Cc2ccc(C(=O)O)cc2)[C@@H](C)CN([C@@H](C)CO)C3=O)n(C)n1,-8.5
CC(C)CC#Cc1ccc2c(c1)O[C@@H](CN(C)C(=O)Cc1ccccn1)[C@H](C)CN([C@@H](C)CO)S2(=O)=O,-1.7
C[C@@H]1CN([C@H](C)CO)C(=O)CCCn2nncc2CO[C@H]1CN(C)C(=O)Nc1ccccc1C(F)(F)F,-2.4
COCC#Cc1cnc2c(c1)C(=O)N([C@H](C)CO)C[C@H](C)[C@@H](CN(C)C(=O)Nc1ccccc1F)O2,-0.6
C[C@@H]1CN([C@H](C)CO)C(=O)c2ccccc2-c2ccccc2CO[C@@H]1CN(C)C(=O)c1ccncc1,-0.9
CC(C)CC#Cc1ccc2c(c1)O[C@@H](CN(C)S(C)(=O)=O)[C@@H](C)CN([C@H](C)CO)S2(=O)=O,1.0
C[C@@H]1CN([C@H](C)CO)C(=O)c2cc(NS(=O)(=O)c3ccccc3)ccc2O[C@@H]1CN(C)C,-1.9
O=C(C[C@@H]1CC[C@H]2[C@@H](COC[C@H](O)CN2Cc2cc(F)ccc2F)O1)NCc1ccccc1,0.4
O=S(=O)(c1ccccc1)N1CC[C@@H]2[C@@H](CO)Nc3ccc(-c4ccccc4F)cc3[C@@H]21,-1.8
CN(C)C(=O)C[C@H]1CC[C@H]2[C@@H](COc3ccc(NC(=O)C4CC4)cc3C(=O)N2C)O1,-2.3
OC[C@H]1[C@H](c2ccc(C#CC3CC3)cc2)[C@@H]2CN(CCC(F)(F)F)CCCCN12,-1.0
